MBD2 inh: blocks human MBD2 binding to methylated DNA; Q9UBB5; TR-FRET, MBD2 binding to methylated oligonucleotide; inhibition, % at 4.4 µM; 0.31% of 370,000 active; in the data active = inhibition above about 13%
Target sequence (Q9UBB5 whole entry, looked up): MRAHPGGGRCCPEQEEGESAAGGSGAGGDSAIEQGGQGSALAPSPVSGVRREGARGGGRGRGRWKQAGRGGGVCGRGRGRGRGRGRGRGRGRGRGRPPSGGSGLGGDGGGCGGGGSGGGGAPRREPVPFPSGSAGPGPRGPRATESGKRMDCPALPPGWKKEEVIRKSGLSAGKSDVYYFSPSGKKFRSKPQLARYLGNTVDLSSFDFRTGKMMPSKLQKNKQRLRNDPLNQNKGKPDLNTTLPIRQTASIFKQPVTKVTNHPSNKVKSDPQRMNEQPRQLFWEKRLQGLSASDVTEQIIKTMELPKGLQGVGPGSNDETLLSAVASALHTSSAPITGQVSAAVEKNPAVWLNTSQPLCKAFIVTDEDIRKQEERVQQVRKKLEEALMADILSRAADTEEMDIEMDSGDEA
LEDGF integ inh: blocks HIV-1 LEDGF/p75-dependent DNA integration; TR-FRET IN-LEDGF/p75 DNA integration, Eu/Cy5; inhibition, % at 3.7 µM; 0.64% of 370,000 active; AID 743269;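 active = inhibition above the screen-wide mean plus 3 SD, cut at about 13% in these data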;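 also: signal is the Cy5 over europium emission ratio at 671 and 618 nm; 0% = plate median of compound wells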
SIAE inh: blocks human sialic acid acetylesterase; 0.69% of 370,000 active; inhibition, % at 9.66 µM; Q9HAT2; SIAE FP-Rh probe binding, fluorescence polarization;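 active = inhibition above a cutoff: mean of compounds within the control limits plus 3 SD of those, cut at about 17% in these data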;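 also: 0% = plate median of compound wells and 100% = probe without SIAE protein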
HTRA1 inhibitor: blocks human HTRA1 serine peptidase. Q92743. recombinant HTRA1, FP-rhodamine activity-based probe, fluorescence polarization. inhibition, % at 5.96 µM. 0.5% of 340,000 active. AID 504803; in the data active = inhibition above about 36%;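 also: 0% = enzyme with DMSO and 100% = wells lacking enzyme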
TDP2 inh: TDP2 (human) inhibition, absorbance primary screen; O95551; recombinant TDP2, T5PNP hydrolysis, p-nitrophenol absorbance 415 nm; inhibition, % at 12.8 µM; 0.34% of 370,000 active; AID 720702;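 active = inhibition above the mean of all tested compounds plus 3 SD, set per campaign, cut at about 25% in these data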;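 also: 0% = DMSO with enzyme and 100% = buffer with substrate but no TDP2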
Target sequence (O95551 whole entry, looked up): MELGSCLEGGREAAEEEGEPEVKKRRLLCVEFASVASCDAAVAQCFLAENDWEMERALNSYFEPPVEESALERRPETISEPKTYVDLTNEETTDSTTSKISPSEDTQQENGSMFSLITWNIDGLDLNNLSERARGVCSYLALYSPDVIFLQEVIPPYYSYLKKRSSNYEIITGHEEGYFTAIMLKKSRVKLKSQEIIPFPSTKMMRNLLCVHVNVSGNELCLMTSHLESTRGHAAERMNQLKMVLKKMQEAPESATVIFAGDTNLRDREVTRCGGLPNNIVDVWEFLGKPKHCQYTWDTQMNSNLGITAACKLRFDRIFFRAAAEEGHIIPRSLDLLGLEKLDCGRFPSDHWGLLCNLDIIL
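Assay system: Recombinant human TDP2 | Quantity: 120 nM TDP2 per well | Incubation: 2 h at 37 °C | Signal: Epi absorbance | Evaluation: Percent inhibition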
mABHD4 FP: inhibitors of mouse ABHD4 | 0.54% of 370,000 active | AID 720543 | inhibition, % at 8.92 µM | Q8VD66 | purified mABHD4, FP-Rh probe fluorescence polarization;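 active = inhibition exceeding the mean over every tested compound plus 3 SD, cut at about 30% in these data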;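 also: 0% = plate median of compound wells and 100% = S159A mutant with DMSO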
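Material: mouse ABHD4 enzyme, wild type; Benchmarks: S159A mutant high control, sample median low control; Buffer or medium: HEPES pH 7.0, NaCl, Pluronic buffer; Signal: fluorescence polarization; Read-out: percent inhibition of probe binding, normalized to plate controls; Timing: pre-incubation 45 min, probe exposure 60 min, at 25 °C; Dosing: 8.92 µM, single dose.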
PRMT1 inh: blocks human protein arginine methyltransferase 1; Q99873; recombinant PRMT1, activity-based probe fluorescence polarization; inhibition, % at 2.79 µM; 1.3% of 370,000 active; AID 652257;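 active = inhibition above about 21% made by adding two undisclosed values, limit read from the data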
TCR-CD3 inh: blocks the human TCR-CD3 interaction. TAMRA-labeled TCR probe fluorescence, biochemical. inhibition, % at 9.4 µM. 0.37% of 360,000 active. AID 651800; in the data active = inhibition above about 19%;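 also: recombinant mutant TCR 2C K166C tagged with TAMRA read by polarization; 0% = receptor in buffer alone and 100% = receptor with positive control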
GC-B act: GC-B (human) receptor activation; HEK293-GC-B cells, CNP EC30, cGMP TR-FRET; 0% at EC30 CNP, 100% saturating CNP; activation, % at 10 µM; AID 1920062; 0.11% of 370,000 active;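 active = activation at 10 µM reaching about 35% in either raw or pattern-adjusted values, limit read from the data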
rCAG RNA binder: molecules binding r(CAG) RNA repeats; r(CAG) RNA repeat, TO-PRO-1 dye displacement fluorescence; inhibition, % at 3 µM; 1.3% of 370,000 active;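 active = inhibition above the plate cutoff, the mean of all test compounds on that plate plus 3 SD, cut at about 35% in these data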;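 also: 0% = DMSO alone and 100% = 100 µM mitoxantrone as full dye displacement; higher means more dye released from RNA so lower well fluorescence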
An asterisk follows results filed as active; . = not tested or not shown.

molecule,HTRA1 inhibitor,LEDGF integ inh,GC-B act,TDP2 inh,TCR-CD3 inh,SIAE inh,rCAG RNA binder,PRMT1 inh,MBD2 inh,mABHD4 FP
Cc1cc(=O)n2c3ccccc3n(CC(O)CN3CCCCC3)c2c1C#N (centres undefined),-1.3,-1.7,1.4,0.7,-2.2,-4.3,0.3,-0.5,5.2,2.6
O=C1c2ccccc2S(=O)(=O)N1CCS(=O)(=O)c1ccc(F)cc1,-2.0,1.9,1.2,-13.6,4.9,0.0,1.4,-8.5,5.5,1.8
CN1/C(=C/C2CC(=O)N(c3cccc4ccccc34)C2=O)C(C)(C)c2ccccc21 (centres undefined),-6.2,-3.5,-0.9,0.9,-7.3,-2.7,17.2,5.5,4.2,-7.1
CCn1c(=O)cc(C(=O)OC)sc1=Nc1ccc(F)c(F)c1,-8.7,-1.9,6.1,5.5,0.7,-1.4,-0.7,0.9,-3.9,-7.5
O=C(CS(=O)(=O)c1ccc(F)cc1)N1CCN(c2ccccc2)CC1,7.3,4.8,-2.3,14.4,4.0,-4.3,-1.3,-3.2,-0.2,2.8
Cc1cc(C)n2nc(SCc3ccccc3)nc2n1,-2.8,1.4,2.1,-16.6,-9.5,-1.3,-0.4,-1.9,-6.6,-3.5
Cc1oc2cc3oc(=O)c(CCC(=O)N4C[C@H]5C[C@@H](C4)c4cccc(=O)n4C5)c(C)c3cc2c1C,-8.1,5.7,3.3,-18.1,-2.6,-10.7,2.6,-8.1,-4.2,-9.2
Cc1cccc(-n2c(CNC(=O)c3ccc(S(=O)(=O)N4CCCC4)cc3)n[nH]c2=S)c1,2.7,-0.6,2.6,-7.3,7.2,-3.0,2.8,-1.2,3.0,2.2
O=C(COC(=O)c1ccccc1F)c1ccc(-n2nncc2-c2ccco2)cc1,-9.7,1.8,-5.2,5.0,-2.8,-1.2,11.6,1.3,-7.4,-15.2
Cc1cc(C(=O)CN2C(=O)NC(c3ccccc3)(c3ccccc3)C2=O)c(C)n1Cc1ccccc1,-37.4,-0.9,2.7,4.3,3.7,-8.6,7.5,3.3,-1.9,-21.3
C[C@H](CO)N1C[C@H](C)[C@@H](CN(C)S(=O)(=O)c2ccccc2)Oc2c(NC(=O)CCC(F)(F)F)cccc2C1=O,-1.1,-0.7,2.2,-2.1,-0.8,-5.6,-1.7,1.0,1.4,0.8
Cc1nc([N+](=O)[O-])nn1C12CC3CC(CC(Cl)(C3)C1)C2,6.0,1.6,1.8,0.1,-1.2,-2.3,0.9,0.2,2.8,0.9
CC(NCc1ccc(S(N)(=O)=O)cc1)C(=O)N1c2ccccc2CC1C (centres undefined),9.6,-0.3,-0.1,2.5,1.2,9.4,-0.5,1.5,3.5,2.7
O=c1ccc2ccc(Oc3ccc(Cl)cc3[N+](=O)[O-])cc2o1,1.3,-0.2,-3.6,-2.0,-6.1,-0.5,-3.6,0.6,-7.8,-4.9
O=C(c1ccc2c(c1)OCCO2)C1CCN(C(=O)c2ccc(F)c(F)c2)CC1,-3.5,1.2,0.9,3.4,2.3,4.8,-0.8,-3.4,-0.8,3.4
O=C(CSc1nnc2ccccn12)Nc1cccc(S(=O)(=O)N2CCOCC2)c1,3.6,-2.9,0.5,-3.0,-1.0,1.0,3.0,0.2,8.9,-0.3
CC(C)C[C@H]1CN([C@@H](Cc2ccccc2)CN2CCC[C@@H]2CN2C(=O)C(=O)NC[C@@H]2Cc2ccc(O)cc2)C(=O)C(=O)N1CCc1ccccc1,.,0.1,4.6,2.8,-2.2,2.8,10.3,-0.9,2.6,2.1
NC(=O)C1(S(=O)(=O)c2ccccc2)CCCCC1,4.2,4.0,0.9,2.5,5.7,1.9,4.1,-0.4,-7.2,-4.1
CCCS(=O)(=O)N1CCN=C1SCc1ccc(F)cc1,5.2,2.0,-5.9,12.8,0.7,8.0,-2.9,2.5,-2.4,-0.3
COC(=O)Nc1nc2ccc(SC(C)C)cc2[nH]1,1.0,0.1,-3.8,6.4,2.6,-1.9,-1.1,4.0,0.9,-1.7
CCCc1cc(C(=O)Nc2cc(OC)c(Cl)cc2OC)no1,-1.2,0.9,-0.9,-0.8,2.6,-5.4,0.8,2.9,3.4,5.6
COc1ccccc1/C=C/C(=O)NCCC1=CCCCC1,-17.0,1.4,-1.9,-7.4,8.1,1.1,-4.7,-1.2,-2.9,-1.3
CCN(C(=O)COC(=O)CNS(=O)(=O)c1ccc(SC)c([N+](=O)[O-])c1)C1CCCCC1,-8.6,1.5,-5.5,-6.0,5.0,-2.4,-0.6,-1.4,1.5,3.5
O=C(CC1CCCCC1)NCc1nc(-c2ccccc2)no1,6.9,2.3,0.1,7.3,6.3,5.6,4.0,-1.6,-1.9,-3.9
c1ccc(OCCCCN2CCCCC2)cc1,0.5,7.0,2.9,-6.9,-4.9,-4.5,-1.6,-7.4,4.3,-10.5
O=C(Cc1cccs1)NNC(=O)c1ccc(F)cc1,0.5,-0.6,4.5,-1.1,-2.1,-13.2,0.1,-3.4,0.0,1.3
O=S(=O)(NCCc1ccccc1F)c1cccc(S(=O)(=O)N2CCOCC2)c1,1.6,-1.4,-1.8,6.2,-0.3,-0.4,-3.0,1.7,0.2,2.1
COc1cccc(S(=O)(=O)NCc2ccc(C(=O)N3CCN(c4ccccc4)CC3)cc2)c1,-11.8,1.6,2.1,6.1,-3.0,3.7,-4.4,-1.1,-3.1,-5.6
S=C(Nc1ccccc1Cl)N(CCCN1CCOCC1)Cc1ccccn1,2.1,-5.9,1.6,-2.8,-2.4,4.4,-5.6,4.9,3.1,1.6
COc1ccc(NC(=O)CN(C)C(=O)c2cc3c(s2)CCC(C)C3)cc1 (centres undefined),-4.1,0.7,0.7,9.6,4.2,0.1,-3.6,-2.3,2.5,-3.4
COc1cccc(CC(=O)Nc2nc(-c3cc(OC)ccc3OC)cs2)c1,-44.1,3.3,2.3,3.7,0.5,0.2,4.5,-1.0,-4.9,-13.2
C[C@@H]1CN([C@H](C)CO)C(=O)CCCn2cc(nn2)CO[C@H]1CN(C)C(=O)Nc1ccccc1F,-3.7,-2.8,0.4,6.2,-2.2,0.1,0.6,-0.5,2.1,-3.9
COc1ccc(C=CC(O)CCN2CCC3CCC(C3)C2)cc1 (centres undefined),0.9,1.2,-3.3,5.4,-2.0,4.2,1.7,1.7,-6.0,1.9
O=S(=O)(c1cccs1)N1CCN(c2ccccn2)CC1,3.1,-1.3,7.9,-0.6,-0.9,5.2,-2.1,-0.4,4.8,1.1
CCN(CC)C(=O)C1=C(C)N(Cc2ccc(F)cc2)C(=O)C(CC(=O)NC2CCCC2)C1 (centres undefined),1.9,0.5,-0.3,10.5,5.7,8.3,-2.6,-3.7,3.1,-0.8
CCOC(=O)c1cnc(-c2ccccc2)nc1N,-4.9,2.2,-1.6,-5.3,0.0,5.5,0.5,0.5,0.0,-4.2
CCOC(=O)N1CCN(C(=O)CN(C)S(=O)(=O)c2ccc(OC)c(OC)c2)CC1,1.8,-1.1,-0.8,2.5,-6.3,3.9,-7.4,1.9,-4.5,-5.0
Cc1ccc(C(=O)C(OC(=O)CCC(=O)Nc2cccc(C)c2)c2ccccc2)cc1 (centres undefined),-7.2,0.0,-3.6,9.6,10.6,20.8*,0.5,-0.3,-3.1,8.4
CN1CCN(C(=O)c2cc3c(c(-c4cccc(-c5cccnc5)c4)n2)[C@H](CCO)N(C(=O)CC2CC2)C3)CC1,.,1.1,4.2,8.0,-3.2,-3.0,0.6,-2.8,4.3,1.3
OCCC#Cc1ccc(CN2CCN(Cc3ccccc3)C(CCO)C2)cc1 (centres undefined),9.6,1.4,-3.0,3.4,-1.4,5.8,-6.0,-3.2,1.9,3.0

Arranged by SMILES length (smallest number first): 3 of the compounds above
molecule,HTRA1 inhibitor,LEDGF integ inh,GC-B act,TDP2 inh,TCR-CD3 inh,SIAE inh,rCAG RNA binder,PRMT1 inh,MBD2 inh,mABHD4 FP
O=S(=O)(c1cccs1)N1CCN(c2ccccn2)CC1,3.1,-1.3,7.9,-0.6,-0.9,5.2,-2.1,-0.4,4.8,1.1
COc1ccc(C=CC(O)CCN2CCC3CCC(C3)C2)cc1 (centres undefined),0.9,1.2,-3.3,5.4,-2.0,4.2,1.7,1.7,-6.0,1.9
CN1CCN(C(=O)c2cc3c(c(-c4cccc(-c5cccnc5)c4)n2)[C@H](CCO)N(C(=O)CC2CC2)C3)CC1,.,1.1,4.2,8.0,-3.2,-3.0,0.6,-2.8,4.3,1.3

Next part.
molecule,HTRA1 inhibitor,LEDGF integ inh,GC-B act,TDP2 inh,TCR-CD3 inh,SIAE inh,rCAG RNA binder,PRMT1 inh,MBD2 inh,mABHD4 FP
O=C(NC1CCCc2ccccc21)c1ccc(Cl)nc1 (centres undefined),-6.6,4.0,-4.0,5.2,1.3,0.4,-1.3,-3.8,-3.3,2.1
CCOc1ccc(/C=N/NC(=O)Nc2ccccc2)cc1,-7.8,-0.9,-1.0,-8.5,7.7,-3.8,1.1,1.7,1.6,-6.0
CNc1c(N)n(Cc2ccccc2)c(=O)[nH]c1=O,7.6,-2.1,1.0,3.9,2.2,4.7,-8.4,8.6,1.6,6.7
Nc1cc(N)nc(SCC(=O)NNC(=O)Cc2ccccc2)n1,6.6,-3.9,3.1,11.7,-0.2,2.1,0.8,-3.5,0.2,0.8
COc1cccc(CC(=O)OCC(=O)Nc2nnc(-c3ccccc3)o2)c1,2.4,2.3,-8.4,-11.7,6.0,-6.4,11.4,-1.1,-5.0,7.8
O=C(O)c1ccc(COc2ccccc2/C=C2/NC(=O)N(c3cccc(Cl)c3)C2=O)cc1,-12.5,5.5,-5.5,-12.0,1.6,-37.0,27.2,0.5,-1.0,-31.9
Cc1ccccc1C(=O)Nc1ccnn1C1CCN(C(=O)C2CCOC2)CC1 (centres undefined),-1.1,-4.8,-2.0,-7.3,6.2,-0.3,0.2,1.0,4.7,-8.7

The list is partial, so the mix of outcomes need not match the whole.
